Screening results: PubChem BioAssay, Broad Institute
esBAF inh: inhibitors of esBAF chromatin remodeling in mouse ES cells | reporter increase, % at 12.5 µM | Bmi1-luciferase knock-in reporter, 24 h; 100% = twice the neutral-well signal | 2% of 350,000 active; in the data active = activation above about 40%;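 also: 0% = median of the plate's neutral control wells and 100% = double that signal; a rise in the Bmi1 reporter signal indicates esBAF inhibition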
ARNT TACC3 PPI: disruptors of human ARNT/TACC3 interaction; Q9Y6A5; AlphaScreen His-ARNT PAS-B/GST-TACC3 binding, luminescence; TACC3 fragment carries E629A point mutation; inhibition, % at 9.99 µM; 0.66% of 390,000 active;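 active = mean inhibition of replicates at least 50% and at least half of replicates each reaching 50%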;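 also: 0% = complete ARNT plus TACC3 wells and 100% = ARNT alone without TACC3; many hits fall short of the cut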
F508del corr: correctors of CFTR F508del function in bronchial epithelial cells; activity (quench increase), % at 7.58 µM; CFBE cells, YFP halide quenching; stimulated with forskolin plus potentiator P3; % fluorescence drop versus neutral controls; 0.36% of 350,000 active;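 active = mean added fluorescence quench of at least 8% versus neutral control, with both replicates also reaching 8%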;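 also: cells transiently co-express mutant CFTR-F508del with the halide-sensitive YFP; corrector assay measuring rescue of mutant channel to the surface after 24 h compound exposure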
RAD54 branch: inhibitors of human RAD54 branch migration; AID 602329; RAD54 Holliday junction branch migration, FAM/BHQ fluorescence; 0.14% of 360,000 active; Q92698; inhibition, % at 10.4 µM;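 active = mean normalized replicate activity at least 40 and at least half of replicates scoring 40 or more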;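 also: 0% = median of neutral control wells and 100% = median of positive control wells; inhibitors cause a drop in the FAM fluorescence signal; in these data hits start at about 50%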
RAD52 anneal inh: inhibitors of human RAD52 DNA annealing; recombinant RAD52 DNA annealing, FRET fluorescence; inhibition, % at 18.7 µM; 0.46% of 360,000 active; AID 651710;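 active = every replicate showing at least 50% inhibition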
INS-1E GSIS act: primary screen for activators of insulin secretion dependent on glucose, INS-1E cells, GLuc reporter luminescence; AID 743287; INS-1E GLuc reporter insulin secretion, 2-3 h; 0.61% of 370,000 active; activation, % at 16.6 µM;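 active = lowest replicate activation of at least 40%, so every replicate reaches that level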;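 also: 0% = median of neutral control wells and 100% = median of IBMX positive control wells; some compounds called inactive have numbers as strong as hits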
ERAP1 HTS inh: blocks human ERAP1 aminopeptidase activity; Q9NZ08; recombinant ERAP1, Leu-AMC fluorescence, 60 min; inhibition, % at 10.7 µM; 0.15% of 340,000 active;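 active = mean replicate inhibition of at least 30%, or all replicates individually reaching that 30% level; inactive = mean below 30% and not every replicate reaching it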;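 also: 0% = neutral control wells and 100% = L-leucinethiol positive control wells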
Target sequence (Q9NZ08 whole entry, looked up): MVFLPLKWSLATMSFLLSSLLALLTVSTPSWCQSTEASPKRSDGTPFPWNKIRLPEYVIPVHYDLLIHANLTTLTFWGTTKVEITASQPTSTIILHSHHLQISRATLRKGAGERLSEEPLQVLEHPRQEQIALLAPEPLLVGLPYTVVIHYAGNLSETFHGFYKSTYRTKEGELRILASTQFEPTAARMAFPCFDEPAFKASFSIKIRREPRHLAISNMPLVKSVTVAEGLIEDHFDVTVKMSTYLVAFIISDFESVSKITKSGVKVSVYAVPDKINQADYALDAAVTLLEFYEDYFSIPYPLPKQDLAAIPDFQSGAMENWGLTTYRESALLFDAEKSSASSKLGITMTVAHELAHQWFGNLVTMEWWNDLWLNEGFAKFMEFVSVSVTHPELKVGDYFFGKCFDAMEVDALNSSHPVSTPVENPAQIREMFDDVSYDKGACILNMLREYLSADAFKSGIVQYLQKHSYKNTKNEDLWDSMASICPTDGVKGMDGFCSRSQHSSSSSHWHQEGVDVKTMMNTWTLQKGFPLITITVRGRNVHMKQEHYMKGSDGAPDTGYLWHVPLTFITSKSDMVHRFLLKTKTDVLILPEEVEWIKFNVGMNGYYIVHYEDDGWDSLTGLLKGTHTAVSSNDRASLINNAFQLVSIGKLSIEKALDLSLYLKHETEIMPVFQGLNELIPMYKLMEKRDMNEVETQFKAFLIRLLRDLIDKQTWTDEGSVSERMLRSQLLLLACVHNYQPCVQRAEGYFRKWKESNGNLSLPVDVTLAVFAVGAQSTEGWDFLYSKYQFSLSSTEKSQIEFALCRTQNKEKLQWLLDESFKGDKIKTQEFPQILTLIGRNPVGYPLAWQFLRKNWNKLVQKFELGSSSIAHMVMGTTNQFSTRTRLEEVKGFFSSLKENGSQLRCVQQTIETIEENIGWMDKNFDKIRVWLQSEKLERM
XiGFP reactiv: activators of X-chromosome reactivation in mouse fibroblasts; activation, % at 7.58 µM; XiGFP mouse fibroblasts, % GFP-positive cells imaging, 3 d; cells co-treated with 5-aza-dC sensitizer; scaled so ellipticine positive control = 100%; 0.055% of 360,000 active;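 active = mean normalized replicate activation at least 10% and every replicate at or above 10%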;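 also: 0% = median of on-plate neutral control wells and 100% = ellipticine 6 µM median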
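System: 68-5-11 XiGFP fibroblast line | Buffer or medium: DMEM containing 5-aza-dC | Compound: Single point | Times: Compounds 3 days, fix/stain 15 min at room temperature | Benchmarks: Positive control ellipticine, 6 µM final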
The depositor's hits bear a star; · = not tested or not shown; & = joins results of further samples.

The opening five compounds, to show the layout:
SMILES	esBAF inh	ARNT TACC3 PPI	F508del corr	RAD54 branch	RAD52 anneal inh	INS-1E GSIS act	ERAP1 HTS inh	XiGFP reactiv
O=C(O)c1ccc(Cn2cnc3scc(-c4ccccc4)c3c2=O)cc1	3	-1	-2.1	-3	-15	37	-3	0.0
CN(C)S(=O)(=O)c1cc(C(=O)NCc2ccccc2)c(Cl)cc1Cl	-2	-5	-3.8	-1	-14	3	6	0.1
COc1ccc(C(=O)NC2CCN(C(=S)Nc3ccccc3C)CC2)cc1	·	-4	-2.0	·	-20	-17	-2	0.2
C[C@@H]1CN([C@@H](C)CO)C(=O)Cc2cc(NC(=O)c3ccncc3)ccc2O[C@H]1CN(C)CC1CC1	0	-2	-1.5	1	0	11	0	0.0
CC(=O)N[C@H]1CC[C@H](CC(=O)NCc2ccc(Cl)cc2)O[C@@H]1CO	4	-8	2.5	-5	8	3	-7	0.4

The list itself, from the start:
SMILES	esBAF inh	ARNT TACC3 PPI	F508del corr	RAD54 branch	RAD52 anneal inh	INS-1E GSIS act	ERAP1 HTS inh	XiGFP reactiv
O=C(O)c1ccc(Cn2cnc3scc(-c4ccccc4)c3c2=O)cc1	3	-1	-2.1	-3	-15	37	-3	0.0
CN(C)S(=O)(=O)c1cc(C(=O)NCc2ccccc2)c(Cl)cc1Cl	-2	-5	-3.8	-1	-14	3	6	0.1
COc1ccc(C(=O)NC2CCN(C(=S)Nc3ccccc3C)CC2)cc1	·	-4	-2.0	·	-20	-17	-2	0.2
C[C@@H]1CN([C@@H](C)CO)C(=O)Cc2cc(NC(=O)c3ccncc3)ccc2O[C@H]1CN(C)CC1CC1	0	-2	-1.5	1	0	11	0	0.0
CC(=O)N[C@H]1CC[C@H](CC(=O)NCc2ccc(Cl)cc2)O[C@@H]1CO	4	-8	2.5	-5	8	3	-7	0.4
COc1ccc(S(=O)(=O)N(C(=O)C(C)C)c2ccc3oc(=O)sc3c2)cc1	-20	16	11*	-11	-23	-1	0	·
CCCCn1nnnc1C(c1ccccc1)N1CCN(c2ccc(C(F)(F)F)cn2)CC1 (configuration not stated)	·	·	-2.4	·	-1	-7	1	0.1
O=C(Nc1ccccc1NC(=O)c1csnn1)c1csnn1	·	2	-0.6	·	-15	13	2	-0.1
COc1ccc(NC(=O)c2cc(-c3cc(C)cs3)[nH]n2)cc1OC	-6	·	-2.4	5	-7	·	-2	0.2
NC(c1ccccc1)c1csc(Nc2ccc(C(=O)NCCO)cc2)n1 (configuration not stated)	5	·	2.1	9	21	-4	-3	0.0
COc1ccc(S(=O)(=O)Nc2c(NC3CCCCC3)c3ccccc3oc2=O)cc1Cl	9	0	2.4	11	-24	-4	4	0.0
C[C@@H]1CN([C@H](C)CO)C(=O)c2cc(NS(C)(=O)=O)ccc2O[C@H]1CN(C)S(=O)(=O)c1cccs1	0	3	-0.9	5	7	7	0	-1.3
CC(C)CC#Cc1ccc([C@@H]2[C@@H](CO)N3C(=O)CN(C(=O)NC4CCCCC4)C[C@H]23)cc1	·	·	0.5	·	8	-25	-1	0.4
O=C(NCCN1CCCC1)c1ccccc1Cl	·	-20	-2.9	-1	-4	6	1	0.4
CC1CCCCN1C(=O)COc1ccc(S(=O)(=O)N2CCCC2)cc1[N+](=O)[O-] (configuration not stated)	6	1	-0.6	-11	3	14	3	0.0
O=C(Nc1ccccc1F)c1nc[nH]c1C(=O)NCc1ccccc1	1	·	-0.6	-8	-11	9	10	-0.1
CNC[C@@H]1OCCCC[C@@H](C)Oc2ccc(NC(=O)c3ccncc3)cc2C(=O)N([C@@H](C)CO)C[C@H]1C	-3	5	-1.1	-19	-83	5	1	0.0
CCS(=O)(=O)N1CCCCN2[C@H](C1)[C@H](c1ccc(C#Cc3ccccn3)cc1)[C@@H]2CO	6	9	0.8	1	-16	4	0	0.0
C[C@H]1CCCCO[C@@H](CN(C)C(=O)Cc2ccccc2)[C@@H](C)CN([C@@H](C)CO)C(=O)c2cc(NS(=O)(=O)c3ccc(Cl)cc3)ccc2O1	12	·	1.7	-2	-7	-17	4	0.2
O=C1C(Cc2ccccc2)C(c2ccccc2)N1c1ccccc1 (configuration not stated)	-10	-4	·	-9	16	30	1	·
Cc1ccc(S(=O)(=O)NC(C(=O)Oc2ccc3c(C(F)(F)F)cc(=O)oc3c2)c2ccccc2)cc1 (configuration not stated)	-11	0&-25	·	-15	-47	-19	7	-0.1
C[C@@H]1CN([C@H](C)CO)C(=O)c2cc(NS(=O)(=O)c3ccc(Cl)cc3)ccc2O[C@@H](C)CCCCO[C@H]1CN(C)Cc1ccc(C(F)(F)F)cc1	-11	11	-0.1	-6	-23	0	1	-0.1
COc1ccc(CCNC(=O)COC(=O)Cn2cnc3c2c(=O)n(C)c(=O)n3C)cc1	-3	-6	-0.3	-7	5	12	0	-0.4
COc1ccc(NC(=O)c2ncn[nH]2)cc1	11	-10	·	-5	·	-7	·	·
COc1ccc(-n2nc(C(=O)NCC(=O)N3CCN(c4ccccn4)CC3)c3ccccc3c2=O)cc1Cl	·	-1	-0.5	·	-11	3	4	0.4
SMILES	esBAF inh	ARNT TACC3 PPI	F508del corr	RAD54 branch	RAD52 anneal inh	INS-1E GSIS act	ERAP1 HTS inh	XiGFP reactiv
COCC(=O)N1CC(=O)N2[C@@H](CO)[C@@H](c3ccc(C#CC4CC4)cc3)[C@@H]2C1	·	·	5.4	·	7	10	-6	0.1
COc1ccc(CNC(=O)C[C@@H]2CC[C@H](NC(=O)c3cccc(F)c3)[C@H](CO)O2)cc1	3	29	-2.7	-1	3	-2	-2	-0.2
COc1ccccc1C(=O)OCC(=O)Nc1ccc(Cl)cn1	·	-2	1.1	·	2	9	0	0.0
Cn1nnc(NC(=S)NC(=O)c2ccccc2)n1	·	3	0.7	·	-6	·	·	-0.1
O=C(CSc1nnnn1C1CCCC1)NCCc1ccccc1	23	3	-1.4	4	-9	6	-3	0.1
CN1N=C(C(=O)N2CCCC(C(=O)c3cccc(C(F)(F)F)c3)C2)CCC1=O (configuration not stated)	·	-1	-2.9	·	-13	12	3	0.2
CCCCNS(=O)(=O)c1ccc(S(=O)(=O)NCc2ccncc2)cc1	-19	-4	3.6	-3	-7	-36	-1	·
O=[N+]([O-])c1ccc(-c2nn(-c3ccccc3)cc2/C=N/n2c(-c3ccncc3)n[nH]c2=S)cc1	·	2	-2.8	-2	-6	·	2	-0.1
O=[N+]([O-])c1ccccc1N(S(=O)(=O)c1ccccc1)S(=O)(=O)c1ccccc1	-6	7	-1.8	7	-8	-25	-5	0.0
COc1ccc(C(=O)OCC(=O)N2CCCCCC2)cc1S(=O)(=O)N1CCOCC1	-5	-8	1.0	4	-3	7	1	0.1
Cc1ccc(S(=O)(=O)/N=C(/c2ccccc2)N2CCOCC2)cc1	·	-10	4.4	·	-18	-3	-1	0.1
CC(=O)Nc1ccc(NC(=O)c2nccnc2C(=O)O)cn1	0	-4	0.3	-5	-13	6	0	0.2
C[C@@H]1CCCCO[C@H](CN(C)S(=O)(=O)c2ccc(Cl)cc2)[C@@H](C)CN([C@H](C)CO)C(=O)c2cc(NC(=O)Nc3ccc4c(c3)OCO4)ccc2O1	-2	0	-1.7	4	-11	9	-2	0.1
CCOC(=O)CN1C(=O)S/C(=C/c2ccc(C)o2)C1=O	12	6	-1.8	-13	-25	-5	2	0.1
Cc1ccc(C(=O)NNC(=O)CSc2nnc3ccccn23)cc1	-2	-2	-2.3	0	2	9	3	0.1
CCC(=O)Nc1sc(C(=O)N2CCCCC2)c(C)c1C#N	12	2	-1.8	-2	-15	22	-3	·
C[C@@H]1CN([C@@H](C)CO)C(=O)c2cc(NC(=O)Nc3ccc4c(c3)OCO4)ccc2O[C@H]1CN(C)Cc1ccc(Cl)c(Cl)c1	5	-7	1.7	0	19	-6	3	0.3
CN1C(=O)c2cc(NS(=O)(=O)c3cccc(F)c3)ccc2OC[C@H]2O[C@H](CC(=O)N3CCc4ccccc4C3)CC[C@@H]21	0	5	2.9	-3	6	-12	·	0.0
COc1ccc(CN(Cc2ccc(C(=O)O)cc2)C(=S)Nc2cc(C)cc(C)c2)cc1OC	-3	2	0.6	-7	-18	15	5	0.3
O=C(Nc1cccc(F)c1)N1CC(=O)N2[C@H](CO)[C@@H](c3ccc(-c4ccccc4)cc3)[C@@H]2C1	·	·	1.3	·	-18	-18	-2	0.0
Cc1c(CCC(=O)O)c(=O)oc2c(C)c3occ(-c4ccc(Cl)cc4)c3cc12	-3	56*	5.0	-17	-18	-3	5	0.0
COc1ccc2c(/C=N/NS(=O)(=O)c3ccc(C)cc3)c[nH]c2c1	0	1	0.0	5	-30	-11	0	-0.1
O=C(CN1CCOCC1)NCCc1ccccc1	6	-7	-6.1	-15	-11	2	-5	-0.1
CCC(C)(NC(=O)c1ccccn1)C(=O)NC1CCCC1 (configuration not stated)	·	1	-4.0	·	4	-21	2	0.1
COCC(=O)Nc1ccc2c(c1)C(=O)N(C)C[C@H](OC)[C@@H](C)CN[C@@H](C)CO2	0	-13	4.1	-11	·	-2	·	-0.6
SMILES	esBAF inh	ARNT TACC3 PPI	F508del corr	RAD54 branch	RAD52 anneal inh	INS-1E GSIS act	ERAP1 HTS inh	XiGFP reactiv
Cc1noc(C)c1CSCC(=O)Nc1nc2ccc(F)cc2s1	16	2	-3.1	2	-18	-4	4	0.1
CC(=O)Nc1ccc(OCCCN2CCC(C(O)(c3ccccc3)c3ccccc3)CC2)cc1	·	·	-1.4	·	7	-41	0	0.3
CCCC#Cc1ccc2c(c1)O[C@@H](CN(C)Cc1ccccn1)[C@@H](C)CN([C@H](C)CO)S2(=O)=O	-3	-9	1.9	5	-14	-16	2	0.2
Cc1ccc(C(=O)NCC(=O)OCC(=O)NCCNC(=O)COC(=O)CNC(=O)c2ccc(C)cc2)cc1	·	·	-1.5	·	-2	4	-2	0.0
Cc1ccc(NC(=O)COC(=O)C2CC2)cc1S(=O)(=O)N1CCOCC1	-4	-4	0.2	5	-191	-13	-3	-0.1
N#CCCN(CCN1CCCC1)S(=O)(=O)c1ccc(-c2ccc([N+](=O)[O-])cc2)cc1	0	-10	-2.9	·	-10	3	-1	0.0
C[C@@H]1CN([C@@H](C)CO)C(=O)c2cc(-c3ccccc3)cnc2O[C@@H]1CN(C)C(=O)Cc1ccccn1	-1	-4	-1.9	-2	7	11	-3	-0.1
Cc1nc(CN(C)Cc2nc(Cc3ccccc3Cl)no2)cs1	3	6	-0.2	4	0	-5	·	-0.3
N#Cc1ccccc1NC(=O)COC(=O)c1ccc2c(c1)OCO2	1	-3	-1.6	0	-4	-2	6	0.0
O=C(/C=C/c1ccco1)Nc1ccc(C(=O)N2CCOCC2)cc1	16	-7	·	-9	·	17	·	0.1
C[C@@H]1CN([C@@H](C)CO)S(=O)(=O)c2ccc(C#CC3CCCCC3)cc2O[C@@H]1CN(C)C	-10	5	0.9	1	33	-3	-2	-0.1
O=C(C[C@H]1C[C@@H]2c3cc(NS(=O)(=O)c4ccc(F)cc4)ccc3O[C@@H]2[C@H](CO)O1)NCc1cccc(F)c1	2	3	0.4	3	-13	-8	-3	0.4
O=S(=O)(c1ccccc1)N1CCCc2nc(-c3ccccc3)ccc21	·	·	3.0	·	-19	1	-1	0.1
COc1cc(NC(=O)NCc2ccncc2)cc(OC)c1OC	3	6	·	-1	·	-7	·	·
COc1cccc(NC(=S)N/N=C2\CC3CCC2(C)C3(C)C)c1 (configuration not stated)	54*	10	3.0	4	-16	-1	0	0.3
C/C=C/c1ccc([C@@H]2[C@@H](CNC(=O)CC)N(C(=O)COC)[C@H]2CO)cc1	-3	0	-0.5	1	-18	1	1	0.0
O=C(O)c1cc(S(=O)(=O)O)cc(Nc2c3ccccc3nc3ccccc23)c1O	-1	-2	-1.2	0	-16	·	-91	0.3
COCCn1c(SCC(=O)Nc2ccccc2OC)nc2c([nH]c3ccccc32)c1=O	-3	1	-0.1	-1	-13	25	-1	0.1
